Fh CTSL1 inh: cathepsin L1 inhibition, PFM18AAP counter-screen; recombinant F. hepatica cathepsin L1, Z-Leu-Arg-MCA fluorescence; inhibition, % at 5.96 µM; 300,000 compounds, 0.49% hits; AID 1906;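 active = inhibition above the mean of all tested compounds plus 3 SD, set per screening campaign, cut at about 17% in these data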;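 also: 0% = plate median of test compound wells and 100% = 1 µM Z-Phe-Ala-diazomethylketone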
Efflux pump inh: blocks antifungal efflux pumps in multiplex yeast assay. S. cerevisiae Candida pump triplex, Nile Red efflux. inhibition, % at 10 µM. 330,000 compounds, 0.44% hits. AID 485275;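 active = plate passing quality check with inhibition over a set limit, or well fluorescence over plate mean plus 4 SD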;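 also: Nile Red retained in pooled yeast measured as flow cytometry median fluorescence; 0% = buffer negative control and 100% = Enniatin B positive control; higher means more Nile Red kept so more efflux inhibition; some compounds called inactive have numbers as strong as hits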
JMJD2C inh: blocks human GASC-1 demethylase activity | Q9H3R0 | inhibition, % at 2.35 µM | 330,000 compounds, 0.069% hits | GST-JMJD2C(1-420) H3K9me3 demethylation, DELFIA europium;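 active = more than half of a compound's replicate wells show inhibition beyond 50%, single wells judged on their own value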;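 also: signal counts dimethyl H3K9 product captured on neutravidin plate; 0% = median of DMSO wells and 100% = 0.3 times that DMSO median; strong numbers were not always called active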
Target sequence (Q9H3R0 1-420 limits assumed): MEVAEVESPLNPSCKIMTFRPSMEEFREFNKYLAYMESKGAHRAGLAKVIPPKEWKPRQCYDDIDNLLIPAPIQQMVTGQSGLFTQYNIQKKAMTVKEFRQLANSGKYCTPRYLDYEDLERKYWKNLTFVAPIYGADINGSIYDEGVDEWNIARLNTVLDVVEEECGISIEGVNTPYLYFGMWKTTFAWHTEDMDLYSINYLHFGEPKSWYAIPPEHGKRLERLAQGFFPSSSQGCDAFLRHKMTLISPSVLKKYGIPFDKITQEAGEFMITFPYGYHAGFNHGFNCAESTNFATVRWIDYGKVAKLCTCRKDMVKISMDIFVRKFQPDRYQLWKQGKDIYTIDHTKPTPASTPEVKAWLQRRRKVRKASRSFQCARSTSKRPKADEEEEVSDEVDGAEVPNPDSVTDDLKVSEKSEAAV
procasp3 activ: activators of human procaspase-3. AID 463141. 330,000 compounds, 0.11% hits. recombinant procaspase-3 D3A, Ac-DEVD-pNA absorbance 405 nm. activation, % at 8.5 µM;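 active = activation above the mean of all tested compounds plus 3 SD, cut at about 21% in these data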;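 also: 0% = DMSO alone and 100% = DMSO wells spiked with extra 5 µM PC-3 D3A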
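System: Procaspase-3 D3A mutant. Medium: Zinc-free 300 mM NaCl, 50 mM HEPES, 0.01% Triton X-100. Schedule: 1 h preincubation plus 2 h reaction at 25 °C. Measured by: 405 nm absorbance of p-nitroaniline, reads at 0 and 120 min. Read-out: percent activation relative to control range.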
PP1 inh: blocks human PP1-alpha phosphatase, a PP5 counter-screen; P62136; inhibition, % at 6.7 µM; 320,000 compounds, 0.9% hits; purified PP1alpha, OMFP fluorescence;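 active = inhibition above the mean inhibition of all tested compounds plus 3 SD, computed separately for each screening campaign, cut at about 15% in these data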
PP5 inh: blocks human protein phosphatase 5 activity | P53041 | purified PP5c, OMFP substrate fluorescence | inhibition, % at 6.7 µM | 320,000 compounds, 0.18% hits;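 active = inhibition above the campaign's mean inhibition across all tested compounds plus 3 SD, cut at about 9.5% in these data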;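 also: 0% = DMSO only and 100% = 100 µM cantharidin control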
Target sequence (P53041 whole entry, looked up): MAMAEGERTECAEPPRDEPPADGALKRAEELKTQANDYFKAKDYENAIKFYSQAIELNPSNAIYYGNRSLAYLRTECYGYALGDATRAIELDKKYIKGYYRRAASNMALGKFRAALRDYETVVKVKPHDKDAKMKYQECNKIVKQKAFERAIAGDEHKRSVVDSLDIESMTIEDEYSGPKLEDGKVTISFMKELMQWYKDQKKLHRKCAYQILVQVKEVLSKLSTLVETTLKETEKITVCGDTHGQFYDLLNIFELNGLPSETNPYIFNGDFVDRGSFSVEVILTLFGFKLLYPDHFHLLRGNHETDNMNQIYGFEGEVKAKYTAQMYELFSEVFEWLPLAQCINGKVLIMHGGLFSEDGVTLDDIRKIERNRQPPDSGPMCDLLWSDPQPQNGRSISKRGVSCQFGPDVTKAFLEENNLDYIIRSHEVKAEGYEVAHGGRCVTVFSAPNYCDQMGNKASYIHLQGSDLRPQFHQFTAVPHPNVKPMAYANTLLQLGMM
TPT1 inh: inhibitors of Candida albicans tRNA 2'-phosphotransferase TPT1; recombinant caTPT1, FP RNA substrate dephosphorylation; inhibition, % at 5 µM; 300,000 compounds, 0.81% hits; AID 1962;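 active = inhibition above the mean of all tested compounds plus 3 SD, set per screening campaign, cut at about 24% in these data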;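 also: plate controls were DMSO alone for no effect and ferristatin control at 100 nM for full effect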
HCV core dimer: HCV core protein dimerization inhibition. TR-FRET GST/Flag-core106 dimerization, 1536-well. inhibition, % at 5 µM. 300,000 compounds, 0.33% hits. AID 1899;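 active = inhibition above the mean of all tested compounds plus 3 SD, set per screening campaign, cut at about 45% in these data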
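test system = GST/Flag-tagged HCV core106 proteins | probe or stimulus = Eu donor and XL665 acceptor anti-tag antibodies | times = compound-protein-antibody incubation 4 h at 22.5 °C | signal = TR-FRET, excitation 340 nm, emission 617 and 671 nm | measure = percent inhibition of core106 dimerization signal | controls = wells lacking GST-core106 and wells with excess unlabelled core106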
proCasp7 act: counter-screen: procaspase-7 (human) activation; P55210; recombinant procaspase-7, Ac-DEVD-pNA absorbance 405 nm; D23A/D198A/D206A triple mutant, cannot self-cleave; scale: DMSO 0, 5 µM enzyme 100; activation, % at 8.5 µM; 330,000 compounds, 0.093% hits;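 active = percent activation above the screen-wide mean plus 3 SD, cut at about 25% in these data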
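System: Uncleavable procaspase-7 mutant enzyme; Amount: 2 µM procaspase-7 mutant as dispensed; Schedule: 1 h compound preincubation, 2 h substrate cleavage, 25 °C; Measured by: 405 nm absorbance of p-nitroaniline; Evaluation: percent activation from buffer-corrected 0–120 min absorbance change; Control set: low DMSO alone, high DMSO plus 5 µM PC-7.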
* hit, by the source's call; x = not tested or not shown; & = joins results of further samples. Hits appear at their usual frequency. Share with any hit: about 2.9%.

SMILES	Fh CTSL1 inh	Efflux pump inh	JMJD2C inh	procasp3 activ	PP1 inh	PP5 inh	TPT1 inh	HCV core dimer	proCasp7 act
CCCn1cnnc1CNC(=O)C1CCC(=O)N(CCc2ccc(OC)cc2)C1 (stereo unspecified)	-1	0.1	18	7	-4	0.0	-1	3	-3
O=C(CNC(=O)c1[nH]cnc1C(=O)N[C@@H](Cc1ccccc1)C(=O)OCc1ccccc1)OCc1ccccc1	-3	-0.1	-8	-1	7	3.8	-2	8	-2
O=C(NCCN1C(=O)CCC1=O)c1ccncc1	-1	0.0	-3	-4	-1	1.4	-7	-9	0
Cn1c(=O)[nH]c(=O)c2c1nc(N1CCOCC1)n2CC(O)COc1ccc2ccccc2c1 (stereo unspecified)	-1	-0.1	4&-7	4	0	1.1	-5	-12	6
Cc1ccc(N(C)S(=O)(=O)c2ccc3c(c2)CC(C)N3C(=O)C2CC2)cc1 (stereo unspecified)	1	0.1	2	0	2	1.8	-2	5	8
O=C1NC(c2ccccc2)=C(c2ccc3ccccc3n2)C(c2ccncc2)N1 (stereo unspecified)	-1	-0.2	7	0	0	2.0	-4	2	7
COCCNc1nc2sc3c(c2c(=O)n1Cc1ccco1)CCCCC3	1	0.0	3	8	0	2.8	-3	1	7
O=C1CN(C(=O)c2c(F)cccc2F)C(c2ccccc2)c2cc(Br)ccc2N1 (stereo unspecified)	-1	-0.5	-5	-8	0	0.6	-2	11	13
C=CCN1C(=O)C(CC(=O)O)SC1=Nc1cccc([N+](=O)[O-])c1 (stereo unspecified)	4	-0.2	-10	-5	10	-3.4	0	-5	1
Cc1ccc(NC(=O)c2cc(-c3ccc4c(c3)OCO4)on2)cc1C	0	-0.3	-9	3	4	2.0	-2	1	1
COc1ccc(NC(=O)CCCN(C)S(=O)(=O)c2ccc(C)cc2)cc1	3	-0.2	47	-6	-3	2.1	-1	0	-6
O=C(COC(=O)COc1ccccc1[N+](=O)[O-])NC1CCCC1	-7	0.3	-4	7	-3	-0.7	1	-3	2
COc1ccc(Nc2oc(-c3ccc(F)cc3)nc2C#N)cc1	3	0.1	-19	1	-1	3.7	2	12	5
CCn1c(SCC(=O)N2CCCCCC2)nc2c(c1=O)SCC2	4	0.1	-6	-4	-5	1.9	0	3	5
CC(=O)c1ccc(S(=O)(=O)Nc2ccc(C(=O)N(C)CC(=O)Nc3cccc(C)c3C)cc2)cc1	x	0.1	x	0	0	1.5	x	x	10
Cc1ccc(N(C(=O)c2csnn2)C(C(=O)NC2CCCCC2)c2ccccn2)cc1 (stereo unspecified)	-5	-0.1	4	5	2	1.7	-4	-8	0
S=C(N/N=C/c1ccc2c(c1)OCO2)NC1CC2CCC1C2 (stereo unspecified)	0	-0.1	7	1	-2	-1.6	1	7	1
O=C(CCCC(=O)N(CC(=O)NC1CCCC1)Cc1ccc(F)cc1)Nc1ccccn1	2	-0.1	15	-5	0	3.2	-2	-3	7
CCOc1ccc(S(=O)(=O)n2ccnc2)c2ccccc12	3	-0.1	-4	11	-2	-3.7	-3	16	1
CC(C)(C)C(=O)NC(=S)NCc1ccccc1	-2	-0.1	-10	2	-4	-0.6	2	0	-6
CC(C)(C)c1ccc(OCC(=O)NNC(=O)CCc2ccccc2)cc1	-14	-0.2	-9	2	-3	-0.8	2	-1	-8
CCCCN1C(=O)/C(=c2\sc3nc(=O)c(-c4ccccc4)nn3c2=O)c2ccccc21	-3	-0.1	-4	-8	2	-0.2	2	1	-14
CCOC(=O)c1ccc(S(=O)(=O)N2CCC(C(=O)NCC3CCCCC3)CC2)cc1	x	-0.2	0	8	-1	1.8	x	x	1
O=C(Nc1cccc(F)c1)c1cc(S(=O)(=O)N2CCC3(CC2)OCCO3)ccc1F	2	0.1	3	2	-2	-2.8	3	4	7
CCN(CC1CCCO1)C(=O)c1cc(COc2ccccc2SC)on1 (stereo unspecified)	-2	0.2	-21	-1	2	3.0	-1	5	-3

Next compounds:
SMILES	Fh CTSL1 inh	Efflux pump inh	JMJD2C inh	procasp3 activ	PP1 inh	PP5 inh	TPT1 inh	HCV core dimer	proCasp7 act
Nn1c(SCC(=O)NCCc2ccc(S(N)(=O)=O)cc2)nnc1C1CCCCC1	x	-0.2	6	-12	x	x	x	x	-10
CC1CCc2nc(N)c(C#N)c(-c3cccnc3)c2C1 (stereo unspecified)	4	0.0	5	6	4	1.1	-8	-3	-1
Cc1ccc(NC(=O)CSc2nnc(-c3cnccn3)n2C)cc1C	-2	0.6	15	6	-1	0.3	1	0	-5
CCOC(=O)Cn1nc(-c2ccc(Cl)cc2)cc1N	0	0.1	-8	-7	-6	0.8	0	-3	-1
CCOC(=O)CSc1nc(C)c(C(=O)OCC)s1	-4	0.0	-5	7	-3	4.4	1	-2	1
NC(=O)c1noc(C(=O)N(CC(=O)NC2CCCC2)Cc2ccc3c(c2)OCO3)c1N	5	-0.2	x	12	-4	0.1	3	-10	8
Cc1cc(=O)[nH]c(=S)[nH]1	9	0.0	6	9	-2	1.2	0	0	7
O=C1[C@@H]2CSCN2C(=O)CN1CCc1cccc(F)c1	0	0.0	3	12	-3	2.0	2	3	-3
O=S(=O)(c1cccc(-c2nnc(-c3cccnc3)o2)c1)N1CCCCC1	-8	-0.3	3	-7	-5	0.3	-3	4	8
CN1CCN(/C=C2\SC(=S)NC2=O)CC1	2	0.3	3	10	-2	4.1	-4	9	12
O=C(NCc1cccc(C(F)(F)F)c1)c1cccc2c1C(=O)c1ccc(N3CCC(Cc4ccccc4)CC3)cc1S2(=O)=O	x	0.5	4	-15	x	x	x	x	-15
O=C(COC(=O)COc1ccc(Cl)cc1Br)NCCC1=CCCCC1	x	0.0	-5	-4	-3	4.2	x	x	3
CC(NC(=O)c1ccc(C23CC4CC(CC(C4)C2)C3)cc1)C(=O)O (stereo unspecified)	0	-0.9	-1	5	-1	0.3	0	10	-8
O=C(COC(=O)CCC(=O)c1cccs1)NCCc1ccccc1	x	0.0	10	13	x	x	x	x	11
O=C(NC1CCCCCC1)c1ccc(CS(=O)(=O)Cc2ccc(F)cc2)o1	-4	-0.2	x	7	-1	1.9	0	-13	8
COc1ccccc1C(=O)NCc1n[nH]c(=S)n1Cc1ccccc1	-5	0.0	-8	-2	-4	-2.0	0	9	0
COc1cc(Cl)c(C)cc1NC(=O)c1ccccc1NC(=O)CN1CCOCC1	-5	0.3	0	-1	-4	-0.1	-2	2	-4
Cc1ccc(C(=O)Nc2nc3nc(-c4ccccc4)cc(=O)n3[nH]2)cc1	6	-0.1	1	3	6	-3.2	-1	6	0
C/C(CC(=O)Nc1ccc(N(C)C)cc1)=N\NC(=O)C(=O)NCc1ccccc1	5	-0.1	-5	4	3	1.6	-3	-8	3
N=c1c(C(=O)NCc2ccccc2)cc2c(=O)n3ccccc3nc2n1CCCN1CCOCC1	0	0.0	x	-13	-1	-1.8	-1	5	-8
NC(=O)NCc1ccc(C(=O)OCc2ccncc2)cc1	-1	-0.1	0	-3	-1	-1.2	0	7	1
O=C(COC(=O)c1ccc([N+](=O)[O-])o1)Nc1ccc(Br)cc1F	x	0.1	-3	2	x	x	x	x	-9
CC(C)CC(=O)NC(=S)Nc1ccc(N2CCN(C(=O)c3cccs3)CC2)cc1	-4	-0.1	-3	-4	-2	1.4	-2	3	-10
COc1ccc(N(CC(=O)Nc2cc(Cl)ccc2OC)S(=O)(=O)c2c(C)[nH]c(=O)[nH]c2=O)cc1	9	0.4	-3	1	-1	-2.5	3	8	-5
CCOC(=O)c1c(N=CN(C)C)c(C#N)n2c1CCC2	-7	0.1	-3	9	-2	-2.6	-1	-4	-2

Further records.
SMILES	Fh CTSL1 inh	Efflux pump inh	JMJD2C inh	procasp3 activ	PP1 inh	PP5 inh	TPT1 inh	HCV core dimer	proCasp7 act
CC(C)(C)OC(=O)N[C@@H](Cc1ccccc1)c1nnc(S(=O)(=O)Cc2ccccc2)o1	25*	-0.1	4	-19	0	0.6	2	0	-19
Cn1c[n+](C)cc1-c1ccc(/C(N)=N/O)cc1	1	-0.1	-13	-3	-1	1.1	-3	-5	1
COc1ccc(N(C(=O)c2ccncc2)S(=O)(=O)c2ccc3c4c(cccc24)C(=O)N3C)cc1	2	0.3	-2	-4	-1	3.0	-1	-1	32*
CC(C)N1CC(C(=O)Nc2ccc(C#N)cc2)CC1=O (stereo unspecified)	-4	0.3	17	6	0	0.3	0	-6	13
O=C1SC(c2ccccc2)=N/C1=C/c1ccco1	-2	0.0	8	-6	4	2.4	2	6	-10
Cc1ccccc1C(=O)NCc1nnc(SCC(=O)N2c3ccccc3Sc3ccccc32)n1C	6	-0.1	75	8	-2	-1.8	-3	8	-4
Cc1ccc(C(=O)Nc2nc(-c3cc(Cl)sc3Cl)cs2)cc1	-2	0.2	-3	3	5	2.4	2	-7	-16
Cc1ccc2[nH]cc(CCNC(=O)/C=C/c3ccco3)c2c1	-1	0.0	-22	0	-7	5.5	-2	-5	-3
CC/C(=N\NC(=O)Nc1ccccc1)c1ccccc1	4	-0.1	18	9	-3	1.5	-1	-12	11
COc1ccc(CCN2CC(C(=O)NCCc3ccc(C(F)(F)F)cc3)CCC2=O)cc1 (stereo unspecified)	-2	0.1	-4	12	0	1.8	2	6	3
CCN(CC)CCNC(=O)c1ccc(N2CCCCC2)c(NS(=O)(=O)c2ccc(C)cc2)c1	-1	-0.1	2	-3	0	-0.5	-11	-7	19
Cc1c(NC(=O)c2ccc(Br)o2)c(=O)n(-c2ccccc2)n1C	1	-0.1	-2	1	-4	1.1	-4	-3	-10
COCCNC(=O)CN(C(=O)CCC(=O)Nc1ccccn1)c1ccc(F)c(Cl)c1	2	0.0	10	9	-1	1.9	-5	-4	6
O=C(c1ccc2c(c1)N(Cc1cccc(Cl)c1)C(=O)c1ccccc1S2(=O)=O)N1CCN(c2ccccn2)CC1	2	0.1	-7	1	8	1.8	1	13	-1
Cc1ccc(SCC(=O)OCC(=O)N(C)CC(=O)Nc2ccc(F)cc2)cc1C	-1	0.1	-6	1	2	-1.1	0	0	7
O=C(NNC(=O)c1ccccc1F)c1cccc(S(=O)(=O)N2CCc3ccccc32)c1	x	-0.1	1	2	x	x	x	x	3
CN(C)c1nc(OCCNC(=O)Nc2ccc(Cl)cc2)nc(N(C)C)n1	-1	0.0	-4	2	-2	0.8	1	-3	16
O=C(N/N=C/c1cccnc1)c1cccc(S(=O)(=O)N2CCCC2)c1	1	0.1	10	9	0	-0.8	0	-11	1
CCCCNCCOCCOc1ccc(F)cc1	0	-0.2	1	4	-1	2.3	1	-3	-1
CCc1noc(C)c1C(=O)OCC(=O)NC(=O)c1ccccc1OC	-6	0.2	3	3	-3	1.8	2	-2	6
CCN(CC)CCCNC(=O)Cn1ccc2ccccc2c1=O	1	0.3	1	7	-3	0.2	0	-5	7

High-throughput results as filed in PubChem BioAssay.
